Assay outcomes (PubChem)
APP 5UTR inh – inhibitors of APP translation via 5'UTR reporter, primary screen, APP 5'UTR luciferase, SH-SY5Y cells; SH-SY5Y APP 5'UTR-luciferase reporter, luminescence; 0.82% of 190,000 active; inhibition, % at 2 µM;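 active = inhibition above a set limit, derived from the sample mean plus 3 SD, cut at about 45% in these data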; note: values of inactives mirror those of a sister screen read the other way
TLR4-MyD88 BLA – inhibitors of TLR4-MyD88 association in cells, primary screen, cell-based, HeLa CL3-4, BLA complementation, FRET ratio; 0.18% of 200,000 active; inhibition, % at 8.4 µM; Toll-like receptor 4 (Homo sapiens) + Myeloid differentiation primary response protein …; HeLa CL3-4 TLR4/MyD88 BLA complementation; in the data active = inhibition above about 25%;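 note: 0% = vehicle and 100% = reference inhibitor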
Target sequence (O00206 whole entry, looked up): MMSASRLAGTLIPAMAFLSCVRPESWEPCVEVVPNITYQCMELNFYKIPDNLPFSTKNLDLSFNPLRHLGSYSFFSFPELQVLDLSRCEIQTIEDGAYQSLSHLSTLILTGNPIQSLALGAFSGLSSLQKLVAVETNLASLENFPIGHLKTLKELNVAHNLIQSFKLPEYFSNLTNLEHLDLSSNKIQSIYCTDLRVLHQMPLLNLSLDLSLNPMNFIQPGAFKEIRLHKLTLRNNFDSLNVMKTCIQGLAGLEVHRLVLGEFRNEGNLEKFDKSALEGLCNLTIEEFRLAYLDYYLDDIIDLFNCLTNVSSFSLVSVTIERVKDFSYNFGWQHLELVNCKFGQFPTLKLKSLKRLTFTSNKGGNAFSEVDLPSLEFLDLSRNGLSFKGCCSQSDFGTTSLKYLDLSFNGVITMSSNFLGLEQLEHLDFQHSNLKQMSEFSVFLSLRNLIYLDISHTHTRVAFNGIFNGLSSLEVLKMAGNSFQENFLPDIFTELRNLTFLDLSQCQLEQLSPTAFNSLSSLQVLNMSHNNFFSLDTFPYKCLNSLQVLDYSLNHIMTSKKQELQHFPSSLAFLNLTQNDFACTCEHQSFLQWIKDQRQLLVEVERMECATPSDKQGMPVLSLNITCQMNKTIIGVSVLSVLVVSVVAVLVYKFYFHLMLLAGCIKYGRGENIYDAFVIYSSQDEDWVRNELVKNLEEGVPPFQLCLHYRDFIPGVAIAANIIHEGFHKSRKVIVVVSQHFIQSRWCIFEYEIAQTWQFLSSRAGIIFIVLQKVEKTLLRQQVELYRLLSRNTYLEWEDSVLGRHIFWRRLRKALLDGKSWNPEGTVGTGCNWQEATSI
Target sequence (Q99836 whole entry, looked up): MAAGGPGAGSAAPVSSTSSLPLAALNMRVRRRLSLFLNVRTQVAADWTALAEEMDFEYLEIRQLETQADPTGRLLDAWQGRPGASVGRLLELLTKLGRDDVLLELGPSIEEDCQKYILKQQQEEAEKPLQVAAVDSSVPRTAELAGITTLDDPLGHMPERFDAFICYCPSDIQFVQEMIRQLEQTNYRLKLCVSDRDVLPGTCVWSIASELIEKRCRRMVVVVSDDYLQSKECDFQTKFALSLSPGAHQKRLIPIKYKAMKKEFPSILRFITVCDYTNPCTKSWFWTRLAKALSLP
Diaph act CS – compounds boosting diaphorase resazurin reduction – biochemical, uHTS, resorufin fluorescence, counter-screen for diaphorase-coupled primary assays, primary screen; Diaphorase/resazurin coupled assay, 16 min; hits give high values; 1 = vehicle wells, 0 = NADH-free wells; 0.005% of 190,000 active; activation factor at 20 µM;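 active = diaphorase activity raised at least twofold by the compound at 20 µM; inactive = activation factor below 2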
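Test system: Clostridium kluyveri diaphorase, purified enzyme. Buffer or medium: 50 mM HEPES pH 7.4 buffer plus MgCl2 and Tween 20. Also added: 0.114 mM NADH and 0.1 mM resazurin, final amounts. Dosing: compound 20 µM once, DMSO 1%. Schedule: 16 min enzyme reaction, ambient temperature. Detection: fluorescence of resorufin, 544 nm excitation, 590 nm emission.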
STAT3 act – IL-6 driven STAT3 reporter potentiators, primary screen, U3A cells, luciferase, luminescence, MLSCN library. 0.91% of 190,000 active. activation (% of control), % at 5.6 µM. IL-6 STAT3-luciferase reporter; 100% = signal with IL-6 EC80 alone;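 active = activation above the screen-wide mean of compound activation plus 3 SD, cut at about 130% in these data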;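 note: 0% = background luminescence of wells with medium and substrate only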
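Material: STAT3-luciferase reporter U3A cells. Controls: IL-6-treated wells, 100% activation. Read-out: % activation versus median of IL-6-stimulated wells. Probe or stimulus: IL-6 stimulus at 33 ng/mL final. Timing: compound 1 h, then IL-6 6 h at 37 °C. Signal: reporter luminescence signal.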
Diaph inh CS – diaphorase inhibitors and chemical oxidizers, primary screen, counter-screen for diaphorase-coupled primary assays, biochemical, uHTS, resorufin fluorescence | diaphorase resazurin-to-resorufin fluorescence, NADH, 16 min; bacterial (C. kluyveri) enzyme, not human | inhibition, % at 20 µM | 0.69% of 190,000 active;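 active = primary screen inhibition at 20 µM above a set limit, cut at about 50% in these data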;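 note: plate controls were DMSO with full reaction for no effect and wells lacking NADH for full effect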
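Assay system: diaphorase enzyme from Clostridium kluyveri. Quantity: enzyme working solution with 0.14 U/mL diaphorase. Schedule: reaction incubation of 16 min at room temperature. Technique: resorufin fluorescence, excitation 544 nm, emission 590 nm. Controls: No-NADH positive control and DMSO neutral control.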
STAT1 act – STAT1 signaling activators, primary screen, cell-based, HTS, luciferase reporter; NIH 3T3 STAT1-luciferase reporter, IFN-gamma, luminescence; 100% = IFN-gamma alone, no compound; activation (% of control), % at 5.5 µM; 2.6% of 200,000 active; AID 932, 2007;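 active = activation above the screen-wide mean activation plus 3 SD, cut at about 130% in these data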;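 note: raw ratio to IFN-gamma control signal so 100% means no change and 0% no light; values of inactives mirror those of a sister screen read the other way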
G6PDH CS – L. mesenteroides G6PDH inhibitors, counter-screen for G6PDH-coupled screening assays, biochemical, Leuconostoc mesenteroides enzyme. inhibition, % at 5 µM. glucose-6-phosphate dehydrogenase [Leuconostoc mesenteroides]. Purified L. mesenteroides G6PDH, diaphorase/resazurin coupled fluorescence, 45 min. 0.12% of 200,000 active. AID 1020, 2008; in the data active = inhibition above about 50%
STAT3 blocker – IL-6 driven STAT3 reporter inhibitors, primary screen, U3A cells, luciferase, luminescence, MLSCN library. inhibition, % at 5.5 µM. IL-6 STAT3-luciferase reporter; host cell line lacks STAT1. AID 862, 2007. 0.89% of 190,000 active;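 active = inhibition above the mean inhibition across all screened compounds plus 3 SD, cut at about 44% in these data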;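 note: 0% = DMSO only wells and 100% = 100 µM nifuroxazide control wells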
Hsp70 activator – Hsp70 transcriptional activators, primary screen, cell-based, HeLa, Hsp70 promoter luciferase, luminescence, 10 µM; 0.04% of 200,000 active; activation, % at 10 µM; HeLa Hsp70 promoter luciferase reporter; scaled: vehicle 0, proteasome-inhibitor control 100%; AID 1203, 2008;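 active = activation above the mean across all tested compounds plus 3 SD, cutoff set per campaign, cut at about 5.5% in these data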;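 note: 100% = MG132 at 30 µM as the positive control and 0% = DMSO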
STAT1 inh – STAT1 signaling inhibitors, primary screen, cell-based, HTS, luciferase reporter; NIH 3T3 STAT1-luciferase reporter, IFN-gamma, luminescence; AID 920, 2007; inhibition, % at 5.5 µM; 0.35% of 200,000 active;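 active = inhibition above a set limit, the mean inhibition across all tested compounds plus 3 SD, cut at about 34% in these data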;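 note: 0% = IFN-gamma with DMSO and 100% = IFN-gamma with 300 µM nifuroxazide; values of inactives mirror those of a sister screen read the other way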
* hit, by the source's call.

#	compound	APP 5UTR inh	TLR4-MyD88 BLA	Diaph act CS	STAT3 act	Diaph inh CS
1	OC(COc1ccc(Br)cc1)CN1CCOCC1 (configuration not stated)	12	-10	0.8	96	16
2	CCN(CC)c1ccc(S(=O)(=O)N2CCOCC2)cc1NC(=O)c1cc(=O)c2ccccc2o1	-1	0	0.9	93	9
3	CCCCCCSC1=C(C#N)C(c2ccc(O)cc2)CC(=O)N1 (configuration not stated)	-12	-4	0.9	106	15
4	CCOC(=O)N1CCN(c2c(NCCCN3CCCC(C)C3)c(=O)c2=O)CC1 (configuration not stated)	-4	-8	0.9	109	14
5	Cc1ccc(C(=O)NCc2ccccc2)c(F)c1F	-11	7	0.9	93	13
6	Cc1ccc(Nc2nc(-c3sc(NC(=O)c4ccc([N+](=O)[O-])cc4)nc3C)cs2)cc1	-2	6	0.9	107	11
7	OCCCCNCc1ccc(OCc2ccccc2)cc1	-5	1	1.1	97	-13
8	CC(SC1CCCC1)C(=O)NC(C)(C#N)C(C)C (configuration not stated)	1	-6	0.9	105	8
9	Cc1ccc(Cl)cc1OCC(=O)NCCOC(=O)Nc1sc(=S)n(C)c1C	2	6	0.8	96	15
10	COC(=O)c1cn(-c2ccccc2)nc1-c1ccncc1	-2	3	1	108	-3

#	STAT1 act	G6PDH CS	STAT3 blocker	Hsp70 activator	STAT1 inh
1	90	1	10	-0.1	10
2	108	-2	10	-0.1	-10
3	106	-6	-4	-0.1	-7
4	94	-1	-2	-0.2	6
5	104	4	9	-0.1	-4
6	100	-4	-7	0.1	0
7	104	-7	-1	-0.2	-4
8	106	5	0	-0.2	-7
9	103	-9	8	-0.1	-4
10	99	8	-7	-0.4	1

One compound at a time, from the list above. Order of values: APP 5UTR inh	TLR4-MyD88 BLA	Diaph act CS	STAT3 act	Diaph inh CS	STAT1 act	G6PDH CS	STAT3 blocker	Hsp70 activator	STAT1 inh
`Cc1ccc(Nc2nc(-c3sc(NC(=O)c4ccc([N+](=O)[O-])cc4)nc3C)cs2)cc1` is listed with -2	6	0.9	107	11	100	-4	-7	0.1	0
`OCCCCNCc1ccc(OCc2ccccc2)cc1` is listed with -5	1	1.1	97	-13	104	-7	-1	-0.2	-4
`Cc1ccc(Cl)cc1OCC(=O)NCCOC(=O)Nc1sc(=S)n(C)c1C` is listed with 2	6	0.8	96	15	103	-9	8	-0.1	-4
`CCN(CC)c1ccc(S(=O)(=O)N2CCOCC2)cc1NC(=O)c1cc(=O)c2ccccc2o1` is listed with -1	0	0.9	93	9	108	-2	10	-0.1	-10
`Cc1ccc(C(=O)NCc2ccccc2)c(F)c1F` is listed with -11	7	0.9	93	13	104	4	9	-0.1	-4

The listing continues.
#	compound	APP 5UTR inh	TLR4-MyD88 BLA	Diaph act CS	STAT3 act	Diaph inh CS
11	CCCCC(=O)Nc1nnnn1CCC	-16	-10	0.9	102	13
12	CC[n+]1c(/C=C/Nc2ccccc2)sc2ccccc21	-14	5	0.9	81	9
13	CCOc1cc(/C=N/NC(=O)c2ccc(CSc3nncn3C)cc2)ccc1OCC(=O)N1CCOCC1	14	-10	1.1	101	-14
14	Cn1c(=O)[nH]c(=O)c2c1nc(N1CCCCCC1)n2CCSc1nc2ccccc2[nH]1	2	8	1	110	-2
15	COC(=O)CSC1=C(C#N)C(c2cccc(OC)c2)CC(=O)N1 (configuration not stated)	-2	3	0.8	105	21
16	COCCN(CC(=O)NC1CCCCC1)C(=O)CCCC(=O)Nc1ccccn1	-20	-14	0.9	101	13
17	CCCCCN(C(=O)NC(=O)Nc1ccccc1C)S(=O)(=O)c1ccccc1	-18	0	1	94	4
18	NS(=O)(=O)c1ccc(NCc2cc(Cl)ccc2OCc2ccccc2F)cc1	-6	5	0.8	80	24
19	O=C(N=C1c2ccccc2CN1c1ccc(F)c(Cl)c1)c1cccnc1Cl	-45	-9	0.9	95	15
20	CC(C)OC(=O)CN1CCN(c2ccc(Cl)cc2)CC1	13	0	0.9	95	6

#	STAT1 act	G6PDH CS	STAT3 blocker	Hsp70 activator	STAT1 inh
11	101	-2	3	0.4	-1
12	88	-4	27	-0.4	14
13	104	-2	6	0.0	-5
14	102	-3	-9	-0.3	-2
15	100	-2	3	-0.2	0
16	97	10	4	-0.4	2
17	91	-4	10	0.3	10
18	99	1	29	0.0	1
19	126	6	7	0.8	-30
20	92	2	14	-0.1	8

Rewritten screen by screen: part of the list above.
19. O=C(N=C1c2ccccc2CN1c1ccc(F)c(Cl)c1)c1cccnc1Cl
20. CC(C)OC(=O)CN1CCN(c2ccc(Cl)cc2)CC1

Assay by compound	19	20
APP 5UTR inh	-45	13
TLR4-MyD88 BLA	-9	0
Diaph act CS	0.9	0.9
STAT3 act	95	95
Diaph inh CS	15	6
STAT1 act	126	92
G6PDH CS	6	2
STAT3 blocker	7	14
Hsp70 activator	0.8	-0.1
STAT1 inh	-30	8

Remaining list, next part.
#	compound	APP 5UTR inh	TLR4-MyD88 BLA	Diaph act CS	STAT3 act	Diaph inh CS
21	Cc1ccccc1NC(=O)COC(=O)CN1C(=O)NC(C)(C)C1=O	2	5	0.8	100	15
22	CCn1c(=S)[nH]c2cc(S(=O)(=O)N3CCCCC3)ccc21	-30	-7	0.9	86	14
23	CCC(C)/C(C)=N/NC(=O)c1cn(-c2ccccc2)nc1-c1ccccc1 (configuration not stated)	10	-4	0.8	82	18
24	O=S(=O)(c1ccc(-c2csc(-c3cccnc3)n2)cc1)N1CCCC1	-15	7	0.9	86	12
25	Cc1ccc(CNC(=O)N[C@@H](Cc2ccccc2)C(=O)O)cc1	0	-14	1	106	2
26	Cc1ccc(NC(=S)N/N=C/c2c(Cl)cccc2Cl)c(C)c1	95*	15	0.7	115	27
27	COC(=O)c1sc(S(=O)(=O)N2CCC(C(N)=O)CC2)c(C(=O)OC)c1C	1	13	1.1	108	-6
28	O=C(Cc1ccccc1)c1c[nH]c(C(=O)NC2CCCC2)c1	-12	-14	1	92	1
29	O=c1cc(O)c2c(=O)n(C3CCCCC3)c3ccccc3c2o1	2	5	0.6	124	39
30	O=C(COC(=O)C1CC1)NCc1ccccc1Cl	-10	-4	0.9	106	13

#	STAT1 act	G6PDH CS	STAT3 blocker	Hsp70 activator	STAT1 inh
21	108	9	1	-0.1	-5
22	91	-5	18	-0.4	10
23	102	-16	20	-0.4	-2
24	99	5	19	0.1	1
25	104	2	-3	-0.2	-4
26	107	-20	-17	0.2	-7
27	98	0	-6	-0.1	2
28	105	16	12	-0.2	-7
29	99	9	-20	-0.4	2
30	100	6	-7	-0.3	0

Of the compounds above, 2 contain an aryl thioether with sulfur outside any ring:
#	compound	APP 5UTR inh	TLR4-MyD88 BLA	Diaph act CS	STAT3 act	Diaph inh CS
13	CCOc1cc(/C=N/NC(=O)c2ccc(CSc3nncn3C)cc2)ccc1OCC(=O)N1CCOCC1	14	-10	1.1	101	-14
14	Cn1c(=O)[nH]c(=O)c2c1nc(N1CCCCCC1)n2CCSc1nc2ccccc2[nH]1	2	8	1	110	-2

#	STAT1 act	G6PDH CS	STAT3 blocker	Hsp70 activator	STAT1 inh
13	104	-2	6	0.0	-5
14	102	-3	-9	-0.3	-2

Additional results follow.
#	compound	APP 5UTR inh	TLR4-MyD88 BLA	Diaph act CS	STAT3 act	Diaph inh CS
31	COC(=O)c1c(NC(=O)CSc2nnnn2C)sc(C)c1C	-13	4	0.9	96	12
32	Cn1c(-c2sc3cc(C(F)(F)F)cnc3c2-c2ccccc2)n[nH]c1=S	-2	-9	0.8	96	21
33	CCc1c(C(=O)NC2CCCCC2)[nH]c(C)c1C(C)=O	0	1	1.1	75	-9
34	COc1ccc(-c2nc(CS(=O)CC(=O)N3CCc4ccccc4C3)c(C)o2)cc1 (configuration not stated)	-7	4	1	101	2
35	Cc1noc(NS(=O)(=O)c2ccc(NC(=O)c3ccoc3C)cc2)c1C	-12	-8	0.8	107	18
36	Cn1c(=O)c2c(-c3ccccc3F)c3c(nc2n(C)c1=O)-c1ccccc1C3O (configuration not stated)	-2	4	1	108	0
37	CC(C)(O)C(=O)NN(Cc1ccccc1)c1ccccc1	-2	-2	0.9	96	14
38	COCCn1nnnc1CN(CCCN1CCOCC1)Cc1cc2c(C)ccc(C)c2[nH]c1=O	-1	6	0.9	98	15
39	CS(=O)(=O)c1nc2c(cc1C#N)CCCC2	-4	7	0.9	108	7
40	Nc1nn2c(-c3ccccc3)cc(=O)[nH]c2c1N=Nc1ccc(O)cc1	1	-35	0.5	96	54*

#	STAT1 act	G6PDH CS	STAT3 blocker	Hsp70 activator	STAT1 inh
31	107	0	10	-0.1	-7
32	108	-2	10	-0.1	-8
33	100	2	35	0.1	0
34	98	20	8	0.1	3
35	104	-4	-6	0.1	-4
36	112	3	-7	-0.1	-7
37	106	7	3	-0.3	-4
38	94	-14	6	0.2	7
39	95	19	-5	-0.1	2
40	92	24	15	-0.1	7

Further structures follow:
#	compound	APP 5UTR inh	TLR4-MyD88 BLA	Diaph act CS	STAT3 act	Diaph inh CS
41	CCN(CC(=O)NC(C)C)C(=O)[C@@H](NC(=O)c1ccco1)C(C)C	-4	-5	1	101	4
42	NNC(=O)CCc1nc2ccccc2[nH]1	-18	11	1	97	4
43	Cc1nc(-c2ccccc2)nc2[nH]c(=O)n(-c3ccccc3)c(=O)c12	-5	1	1	84	3
44	Cc1ccc(-c2cc(-c3nnc(SCC(=O)N(C)CCC#N)n3N)c3ccccc3n2)cc1	-24	0	0.9	99	10
45	CCCS(=O)(=O)c1nc(S(=O)(=O)c2ccc(C)cc2)c(NCCCN2CCOCC2)s1	-21	10	0.9	99	10
46	Cc1ccc(-n2nnnc2/C=C\Nc2cc(C)on2)cc1	16	-8	0.9	97	8
47	O=C(COC(=O)c1ccc(CO)cc1)NCc1cccs1	-6	4	0.9	102	10

#	STAT1 act	G6PDH CS	STAT3 blocker	Hsp70 activator	STAT1 inh
41	106	4	7	0.1	-6
42	98	4	7	0.0	1
43	120	0	24	0.1	-22
44	97	2	7	0.3	3
45	98	-1	8	0.9	2
46	100	3	3	-0.4	0
47	108	24	2	-0.1	-9

As entered above:
entry 42 | STAT3 blocker = 7
entry 41 | Diaph act CS = 1
